# VHR inh color: VHR1 phosphatase inhibitors, primary screen, biochemical, colorimetric, HTS; Dual specificity protein phosphatase 3 (Homo sapiens), P51452; hit rate 0.7% among 50,000; recombinant VHR phosphatase, colorimetric substrate read-out; inhibition, % at 20 µM; AID 1992, 2009; in the data active means inhibition above about 60%; further: some results filed as inactive read as strong as hits
# Target sequence (P51452 whole entry, looked up): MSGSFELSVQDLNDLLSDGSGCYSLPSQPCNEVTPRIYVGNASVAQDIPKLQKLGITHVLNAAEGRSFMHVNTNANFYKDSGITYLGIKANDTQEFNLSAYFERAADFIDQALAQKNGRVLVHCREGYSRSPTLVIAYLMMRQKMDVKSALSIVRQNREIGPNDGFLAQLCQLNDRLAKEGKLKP
# An asterisk follows results filed as active. Some of the compounds tested; the hit share may differ from the screen's.
SMILES,VHR inh color
COc1ccc(C2CC(=O)C3=C(C2)Nc2ccccc2NC3c2cccs2)cc1 (centres undefined),-6.7
COC(=O)c1cc(C(=O)NC2CCSC2=O)cc([N+](=O)[O-])c1 (centres undefined),-7.5
N#Cc1c(N)n(-c2cccc(O)c2)c2nc3ccccc3nc12,-21.4
Cc1csc(NC(=O)c2ccc(-c3ccc(Cl)cc3Cl)o2)n1,11.1
COc1ccc(/C=C2/SC(=S)N(CCCC(=O)OCCN(C)C)C2=O)cc1,-13.1
CC(=O)N/N=C/c1cc(C)n(-c2ccc(Cl)cc2Cl)c1C,4.6
CCN(CC)c1ccc(N2C(=O)/C(=C/c3ccc(C)cc3)SC2=S)cc1,0.5
O=C(CN1C(=O)c2ccccc2C1=O)Nc1ccc(O)cc1C(=O)O,-8.7
COc1ccc(OCCNS(=O)(=O)c2ccccc2)cc1,-12.3
COc1ccc(CN2CCN(C(=O)c3ccc(-c4ccccc4)cc3)CC2)cc1OC,-12.3
COC(=O)c1ccc(Oc2ccc(/C=C3/SC(=S)N(C)C3=O)cc2OC)c([N+](=O)[O-])c1,-16.2
O=C1CSC2(C(=O)Nc3ccccc32)N1c1cccc(C(F)(F)F)c1 (centres undefined),-7.4
CCCC1=NN(C(=O)Cc2ccc(OC)c(OC)c2)C(O)(C(F)(F)F)C1 (centres undefined),33.9
Cc1c(NC(=O)c2cccs2)cccc1-c1nc2ncccc2o1,-5.7
O=C(CCC(=O)N/N=C/c1ccc(O)cc1)N/N=C\c1ccc(O)cc1,-21.1
C=C(C)Cn1c(-c2ccccc2Br)n[nH]c1=S,9.5
O=[N+]([O-])c1cc(C2Nc3cccc4cccc(c34)N2)ccc1Cl,-9.8
CC(=O)CCc1c(C)[nH]c2ccc(Br)cc2c1=S,-1.2
Cc1cccc(NC(=O)c2ccncc2)c1,-9.5
CC(=O)Oc1cccc(C(=O)Nc2ccc(-c3nc4ccccc4o3)cc2)c1,3.5
C=CCc1cccc(C2Nc3ccccc3C(=O)N2O)c1O (centres undefined),27.7
O=C(O)c1cc(-c2ccc(/C=N/n3cnnc3)o2)ccc1O,1.7
Cc1nc2ccccn2c1C(=O)NCc1ccc(Cl)cc1,15.6
COc1cc(C=C2C(=O)NC(=O)NC2=O)cc(Br)c1OCc1ccccc1,-11.0
Oc1ccc(O)c([S+]2CCCC2)c1,-4.8
COc1ccc(NC(=O)C2=C(C)NC(=O)NC2c2ccc(OC)cc2OC)cc1 (centres undefined),-3.4
Cc1ccc(-c2nc3cc(NC(=O)COc4ccccc4[N+](=O)[O-])ccc3o2)cc1,0.2
Cc1ccc(-c2noc(-c3ccc(I)cc3)n2)cc1,-13.6
CCCOC(=O)c1cccc(NC(=O)/C=C/c2ccc(OC)c(Br)c2)c1,10.9
O=C1c2cccc3cccc(c23)C(=O)N1CC1CCN(S(=O)(=O)c2cccc3cccnc23)CC1,7.7
Cc1ccccc1NCC(=O)N/N=C\c1c(O)ccc2ccccc12,-89.3
CC1CCN(CC(O)COc2ccc(OCC(O)CN3CCC(C)CC3)cc2)CC1 (centres undefined),-10.2
Cc1ccc(OCC(=O)N2CCC(C(N)=O)CC2)cc1,5.0
CC(C)CN1C(=O)c2ccc(C(=O)Nc3ccc(O)cc3C(=O)O)cc2C1=O,-16.3
COc1ccc(N(CC(=O)Nc2ccc(I)cc2)S(C)(=O)=O)c(OC)c1,-1.7
COc1ccc(C2Nc3ccccc3C(=O)N2Cc2ccccc2)cc1Cn1nnc2ccccc21 (centres undefined),5.2
O=C(CSc1nc(O)cc(=O)[nH]1)Nc1ccccc1,-3.8
O=C(c1ccc(F)cc1)N(Cc1ccccc1)c1ccccn1,-72.9
Cc1ccc2cccc(SCC(=O)Nc3ccc(Br)cc3)c2n1,-7.0
Cc1ccc(N2C(=O)/C(=C/c3ccccc3C)C(=O)NC2=S)cc1,3.4
COC(=O)c1ccccc1NC(=O)COc1ccc(C)cc1,-21.7
CC(C)OC(=O)c1cc2n(n1)C(C(F)(F)F)CC(c1cccs1)N2 (centres undefined),-16.6
CCN(CC)c1ccc(C=Nc2ccccc2C(=O)Nc2ccccc2)c(O)c1,-9.0
CCCSc1nnc2n(-c3ccc(OC)cc3)c(=O)c3c4c(sc3n12)CCCC4,5.1
Nc1c(C(=O)c2ccccc2)sc2nccc(NCc3ccccc3)c12,7.9
O=C1CC(c2ccc3c(c2)OCO3)CC2=C1C(c1ccc(C(F)(F)F)cc1)Nc1ccccc1N2 (centres undefined),24.4
Cc1c(NC(=O)CN(c2ccccc2)S(C)(=O)=O)c(=O)n(-c2ccccc2)n1C,-3.0
COc1cc(/C=N/NC(=O)CCC2C(=O)NN=C2C)ccc1O (centres undefined),5.5
CCN(CC)CCCOc1cccc(OC)c1,-14.1
CCOC(=O)c1c(CC(C)C)csc1NC(=O)c1ccccc1C(=O)O,-8.3
CCOc1ccc(NC(=S)NCc2ccco2)cc1,1.1
C=CCn1c(=O)[nH]c(=O)n(CC=C)c1=O,-10.0
O=c1/c(=C\c2ccc(OS(=O)(=O)c3cccc([N+](=O)[O-])c3)cc2)sc2nc3ccccc3n12,-10.4
Cc1ccccc1NC(=O)C(=O)NCCO,-16.0
O=C(Cc1ccc(F)cc1F)Nc1ccc(Br)cc1,-11.9
Cc1ccc(CN2CCN(/N=C\c3cccc([N+](=O)[O-])c3)CC2)cc1,-1.2
COc1ccc(S(=O)(=O)n2cnc3cc(C)c(C)cc32)cc1,6.0
CCOc1ccc(C(=O)Nc2ccc(N(CC)CC)cc2)cc1[N+](=O)[O-],-5.3
COc1ccc2c(c1)C(=O)N(c1ccc(C)cc1C)C(=O)/C2=C/N1CCOCC1,-5.3
CCOC(=O)c1ccc(-c2ccc(C(=O)Nc3cccc(-c4nc5ncccc5o4)c3C)o2)cc1,-21.0

# Further entries:
SMILES,VHR inh color
C=CCN1C(=O)/C(=C\c2ccc(N(C)C)cc2)SC1=Nc1ccccc1,-14.6
CC(=O)c1cccc(NC(=O)/C(=C\c2ccco2)NC(=O)c2cccs2)c1,-0.7
O=C1NC(=O)/C(=C/c2ccc(OC(=O)c3ccccc3I)cc2)S1,-2.6
COc1ccccc1CNC(=O)c1ccc([N+](=O)[O-])o1,-18.5
Cc1ccc(N2C(=O)NC(=O)/C(=C/c3cccc(OCC(=O)O)c3)C2=O)cc1,8.4
N#C/C(=C/c1ccc(Sc2ccccc2)o1)C(=O)Nc1ccc(F)cc1,-12.9
FC(F)(F)c1ccc(N/N=C/c2ccc3c(c2)OCO3)nc1,-5.1
CC1(C)CC(NC(=O)COc2ccccc2Cl)CC(C)(C)N1,-16.3
O=C(COc1ccccc1[N+](=O)[O-])Nc1ccc2oc(-c3ccc(Br)cc3)nc2c1,1.9
COc1ccccc1N1CCN(C(=O)C2CCCO2)CC1 (centres undefined),17.8
CCOC(=O)c1c(NC(=O)c2cc3ccccc3o2)sc2c1CCC(C)C2 (centres undefined),-4.2
COc1ccc(Br)cc1CN1CCN(Cc2ccncc2)CC1,-14.2
CCOc1ccc(/C=N\NC(=O)C2CC(=O)N(c3ccc(Br)cc3)C2)cc1 (centres undefined),-10.9
Cc1cc(Cl)ccc1OCC(=O)Nc1nc2ccccc2s1,-2.6
O=C(c1ccc(-c2ccccc2)cc1)N1CCN(Cc2ccncc2)CC1,-2.4

# Quoted at random: 4 compounds from above, in no set order.
SMILES,VHR inh color
COc1ccccc1N1CCN(C(=O)C2CCCO2)CC1 (centres undefined),17.8
O=C1NC(=O)/C(=C/c2ccc(OC(=O)c3ccccc3I)cc2)S1,-2.6
C=CCN1C(=O)/C(=C\c2ccc(N(C)C)cc2)SC1=Nc1ccccc1,-14.6
O=C(c1ccc(-c2ccccc2)cc1)N1CCN(Cc2ccncc2)CC1,-2.4

# Next entries:
SMILES,VHR inh color
CCOc1ccc(S(=O)(=O)N(CC(=O)NC)c2ccc(C)cc2)cc1,-13.8
COc1ccc(CCNC(=O)C(=O)Nc2cccc(C(F)(F)F)c2)cc1,2.3
COc1ccc(-c2cc(-c3ccccc3)nc(N/N=C/c3ccc(O)cc3O)n2)cc1OC,-1.1
COc1ccc(OC)c(N(CC(=O)Nc2ccc(C)cc2)S(C)(=O)=O)c1,-13.8
CCC(=NNC(=O)Nc1c(C)cccc1C)c1ccc(O)cc1,-7.0
O=C(O)c1ccc(CSc2nc3ccc(N4C(=O)C5CCCCC5C4=O)cc3s2)cc1 (centres undefined),-2.8
CN(C)c1ccc(/C=N/NC(=O)CNC(=O)c2ccc(F)cc2)cc1,-17.2
CCOC(=O)C(CCCOc1ccccc1)C(=O)OCC,-17.6
Cc1ccc2[nH]c(SCc3ccccc3F)nc2c1C,50.6
COc1ccc(CCNC2CC(=O)N(c3ccc(F)cc3)C2=O)cc1 (centres undefined),-29.9
COc1ccc(N2C(=O)NC(=O)/C(=C/c3ccc(-c4ccc([N+](=O)[O-])cc4)o3)C2=O)cc1,-2.1
O=C(NC(=S)Nc1ccc2oc(-c3ccccc3Br)nc2c1)c1ccco1,-6.1
O=S(=O)(c1ccc2c(c1)C(=NO)c1cc(S(=O)(=O)N3CCCC3)ccc1-2)N1CCCC1,-15.0
CCSc1nnc(NC(=O)C(CC)CC)s1,-7.4
COc1ccc(Cl)cc1C(=O)NN=C1CCN(C)CC1,-51.5
Cn1c(/C=C/c2c[nH]c3ccccc23)nc2ccccc2c1=O,-6.3
Cc1ccc(NCC(=O)N/N=C\c2ccc(-c3ccc(Cl)cc3)o2)cc1,-0.8
O=C1C(Cc2ccc(O)cc2)NC(=S)N1c1ccccc1 (centres undefined),4.2
O=[N+]([O-])c1ccc(-n2ncnc2-c2ccccc2)cc1,-4.2
COc1cc(C(=O)NCc2ccco2)c([N+](=O)[O-])cc1OC,-5.5
O=C(c1cccs1)N1CCN(c2cccc(Cl)c2)CC1,-6.8
COc1ccc(/C=C2/SC(=S)NC2=O)cc1OCc1ccc(Cl)cc1,6.4
O=C(COc1ccc(Br)cc1)NNC(=O)c1ccco1,-19.1
O=C(Nc1ccncc1)c1cc2nc(-c3cccs3)cc(C(F)(F)F)n2n1,-23.4
Cc1ccc(S(=O)(=O)n2cc(/C=C3\SC(N)=NC3=O)c3ccccc32)cc1,11.8
Cc1ccccc1C(=O)Nc1sc2c(c1C(=O)N1CCCC1)CCCCC2,-25.1
O=C(/C=C\c1ccc([N+](=O)[O-])cc1)Nc1ccc(N2CCOCC2)cc1,-17.0
COc1ccc(N2C(=O)CC(SC(=NCc3ccc(Cl)cc3)Nc3ccccc3)C2=O)cc1 (centres undefined),-13.8
O=C(COc1ccccc1Cl)NCc1ccco1,3.6
COc1ccc(N2CC(C(=O)N/N=C/c3cc([N+](=O)[O-])ccc3O)CC2=O)cc1 (centres undefined),-5.7

# Four entries from above, as labelled records:
canonical_smiles: COc1ccc(OCCNS(=O)(=O)c2ccccc2)cc1
  VHR inh color = -12.3

canonical_smiles: O=C(CCC(=O)N/N=C/c1ccc(O)cc1)N/N=C\c1ccc(O)cc1
  VHR inh color = -21.1

canonical_smiles: COc1ccccc1N1CCN(C(=O)C2CCCO2)CC1 (centres undefined)
  VHR inh color = 17.8

canonical_smiles: O=C(Cc1ccc(F)cc1F)Nc1ccc(Br)cc1
  VHR inh color = -11.9

# (continued)
SMILES,VHR inh color
C=CCNC(=S)NC(=O)/C=C/c1ccco1,-17.0
O=C(COC(=O)c1ccccc1Nc1ccccc1)c1cccc([N+](=O)[O-])c1,-7.8
CCOC(=O)C(CCCCOc1ccc(Cl)cc1)C(=O)OCC,-13.0
Nc1ccc(Nc2ccncc2[N+](=O)[O-])cc1,-1.1
CCOC(=O)c1c(Cl)cc(Cl)c(NC(C)=O)c1[N+](=O)[O-],42.2
Cc1ccc(N=Cc2c(C(F)(F)F)[nH]n(-c3ccccc3)c2=O)cc1,-15.2
COc1ccc(C(=O)Nc2ccc(S(=O)(=O)N3CCCC3)cc2)cc1,-23.3
OC(COc1ccc(Cl)cc1)CN1CCCCC1 (centres undefined),-78.7
CN(C)c1ccc(/C=C(\C#N)C(=O)NCC2CCCO2)cc1 (centres undefined),-31.8
COc1ccc(-c2nn(-c3ccccc3)c(N)c2-c2ccccc2)cc1OC,7.1
COc1cc(/C=N/n2cnnc2)cc(Cl)c1OCCOc1ccc(C(C)(C)C)cc1,-4.0
COc1ccc(C2Nc3ccccc3C(=O)N2Cc2ccco2)cc1COc1c(C)cccc1C (centres undefined),8.4
C=CCSc1nnc2nc(C)cc(C)n12,5.2
Cc1nc(NC(=O)c2ccccc2Br)sc1C,-37.4
Cc1cc(NC(=O)c2c(-c3c(Cl)cccc3Cl)noc2C)ccc1Br,-7.8
COc1ccc(C(=O)N/C(=C/c2ccc(OCCOc3ccccc3OC)cc2)C(=O)NCC2CCCO2)cc1 (centres undefined),5.3
Cc1ccc(NC(=O)CSC(N)=O)c(C)c1,8.0
CCN(CC)c1ccc(/C=C2\C(=O)NC(=O)N(Cc3ccccc3)C2=O)c(OC)c1,3.1
O=C1c2ccccc2NC(c2ccccc2O)N1c1ccc(Cl)cc1 (centres undefined),-20.6
O=C1C=CC(=O)N1c1ccc(-c2cc(-c3ccccc3)nc(-c3ccc(N4C(=O)C=CC4=O)cc3)n2)cc1,5.0
Cc1ccc(CC2S/C(=N\N=C\c3ccc(N(C)C)cc3)NC2=O)cc1 (centres undefined),-39.7
O=C1C2C3C=CC(C3=C3CCCC3)C2C(=O)N1c1cccc([N+](=O)[O-])c1 (centres undefined),-19.9
Cc1ccccc1NC(=O)C(C)NC(=O)C12CC3CC(CC(C3)C1)C2 (centres undefined),8.9
CCOc1ccc(C(=O)Nc2cccc3nsnc23)cc1[N+](=O)[O-],-6.5
Cc1nc(-c2ccc([N+](=O)[O-])cc2)nc2[nH]ccc(=O)c12,-9.7
CCOC(=O)C1=C(O)/C(=C/c2ccc(N(C)C)cc2)SC1=Nc1ccc(F)cc1,2.1
COc1cc(/C=N/NC(=O)c2ccncc2)ccc1OC(=O)c1cccc(F)c1,-11.7
CC(=O)OCCCNC(=O)/C(=C\c1ccc(Br)cc1)NC(=O)c1ccccc1,0.4
Cc1cc(NCc2ccco2)nc2ccccc12,-7.5
COc1cc([N+](=O)[O-])ccc1NC(=S)NC(=O)c1ccco1,-17.2

# Source: PubChem BioAssay (Sanford-Burnham Center for Chemical Genomics)
